High-throughput results: PubChem, National Center for Advancing Translational Sciences (NCATS)
GLS inhibitor – glutaminase GLS (human) inhibition. Potency, µM (top dose mostly 45.5 µM), for inactives: top-dose activity change, negative = inhibition, most hits filed as inhibitors. hit rate 0.21% among 410,000. GLS enzymatic activity, qHTS titration. O94925. AID 624170; also: % is scaled to controls: 0 for no effect and ±100 for the full control effect
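Assay buffer: 45 mM KH2PO4 pH 8.2, 0.02% Tween-20. hKGA acts on L-glutamine (1 mM solution added); product glutamate is reported by an oxidase/peroxidase Amplex Red coupling, with fluorescence taken at baseline and 30 min.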
BLM helicase inh – inhibitors of human Bloom syndrome helicase BLM | hit rate 0.2% among 350,000 | recombinant BLM DNA unwinding, fluorescence dequenching | AID 2528 | P54132 | Potency, µM (series often up to 56.1 µM), inactives show at the top dose activity change, negative = inhibition, hits mostly inhibitors;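 also: plate controls were vehicle for no effect and no enzyme for full effect; nearly all actives have a fitted effect of over 35% in size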
Pin1 inh – blocks the human prolyl isomerase Pin1; Pin1 FP peptide displacement, HiFluor488, 10 min; hit rate 0.009% among 390,000; Q13526; Potency, µM (top dose mostly 115 µM), for the others: at the highest dose activity, negative = inhibition, usual class: inhibitors; AID 504891; active = well fitted inhibition curve with a large enough effect in the polarisation, with a control signal flat, not every such curve was filed as active; inconclusive = small, poorly fitted or top-dose-only effect, or effect the other way, or a change in a side signal; inactive = no such curve, though single readings can be large or run the other way; the % refers to the polarisation; also: % is scaled to controls: 0 for no effect and ±100 for the full control effect
HP1b binding inh – blocks HP1-beta chromodomain binding to methylated histone tails. P83916. AlphaScreen HP1-beta / biotin-H3K9me3 peptide binding. Potency, µM (highest dose often 114 µM), for the others: at the highest dose activity change, negative = inhibition, usual class: inhibitors. hit rate 0.56% among 390,000; also: nearly all actives have a fitted effect of over 70% in size; inactives centre near 23
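HP1-beta protein (50 nM final) preincubated 30 min at room temperature with biotinylated H3(1-18)K9me3 peptide (50 nM) in PBS pH 7.4, 0.01% Tween-20, then compound added for 30 min. AlphaScreen streptavidin donor/nickel chelate acceptor beads (10 ug/mL final), 30 min dark, luminescence read.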
BAZ2B inh – blocks human BAZ2B; Q9UIF8; AlphaScreen BAZ2B-H3K14Ac peptide displacement; Potency, µM (doses to about 114 µM), for inactives: top-dose activity change, negative = inhibition, most hits filed as inhibitors; hit rate 4.4% among 360,000; AID 504333; also: % is scaled to controls: 0 for no effect and ±100 for the full control effect; nearly all actives have a fitted effect of over 60% in size
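Multi-concentration screen (max 110 uM) measuring displacement of acetylated histone H3 peptide from BAZ2B by AlphaScreen, using 50 nM protein, 50 nM peptide and 10 ug/mL streptavidin donor plus Ni-chelate acceptor beads.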
JMJD2A Tudor inh – JMJD2A Tudor domain (human) inhibition; O75164; AlphaScreen JMJD2A-Tudor / H3K4me3 peptide binding; Potency, µM (top dose mostly 114 µM), for the others: top-dose activity change, negative = inhibition, most hits filed as inhibitors; hit rate 4.4% among 390,000; also: % is scaled to controls: 0 for no effect and ±100 for the full control effect; nearly all actives have a fitted effect of over 50% in size
Tb PGK inh – blocks T. brucei phosphoglycerate kinase. PGK/GAPDH coupled, Kinase-Glo luminescence, 60 min. AID 602233. hit rate 0.043% among 380,000. Potency, µM (doses to about 57.5 µM), for the others: at the highest dose activity change, negative = inhibition, usual class: inhibitors. P07378; also: % is scaled to controls: 0 for no effect and ±100 for the full control effect; nearly all actives have a fitted effect of over 60% in size
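Luminescent ATP detection (Kinase-Glo Plus) follows a 60-minute room-temperature incubation, with wells lacking PGK as controls. Buffer: 100 mM TEA (pH 7.6), 5 mM MgCl2, 0.01% Tween-20. Coupling enzyme GAPDH (100 nM final) supplies unstable 1,3-BPG in-well.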
G9a inh – inhibitors of human histone lysine methyltransferase G9a | Potency, µM (series often up to 102 µM), inactives show at the top dose activity, negative = inhibition, usual class: inhibitors | AID 504332 | G9a H3K9 monomethylation, AlphaScreen, 2 h | Q96KQ7 | hit rate 8.8% among 350,000; also: % is scaled to controls: 0 for no effect and ±100 for the full control effect; nearly all actives have a fitted effect of over 75% in size
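Enzyme 20 nM + cpd, 15 min RT; add b-H3K9 pep 500 nM / SAM 20 uM; 2 h RT; anti-H3K9me1 Ab 0.5 ug/mL + SA donor / anti-rabbit acceptor beads 20 ug/mL each, 10 min; AlphaScreen read.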
Pol iota inh – DNA polymerase iota (human) inhibition; hit rate 1% among 390,000; Potency, µM (highest dose often 115 µM), for inactives: top-dose activity, negative = inhibition, actives largely listed as inhibitors; AID 588590; Q9UNA4; Pol iota fluorescent replication assay, 10 min
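Pol iota at 10 nM preincubated 15 min with compounds at room temperature; reaction started with fluorescent substrate, 50 nM final. Fluorescence read kinetically at 0 and 10 min; buffer-only wells as negative control.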
* = called active by the depositor; [ ] = another dose, or the depositor's remark. Unless noted, calls follow the shape of the dose curve; as a rule, active = well fitted curve in the direction sought with a large enough effect; inconclusive = small, poorly fitted or top-dose-only effect, or another doubt; inactive = no such curve, though single readings can be large; an effect the other way counts as inactive or inconclusive. Potency is read from the fitted curve at half-maximal effect. Not all compounds are listed; rates above refer to the full screens.

How did c1ccc(Cc2ccc(OCCN3CCOCC3)cc2)cc1 do in these assays?
GLS inhibitor: 4%; BLM helicase inh: -3%; Pin1 inh: -3%; HP1b binding inh: 20%; BAZ2B inh: -25%; JMJD2A Tudor inh: -24%; Tb PGK inh: inactive; G9a inh: -9%; Pol iota inh: 104%[activator]

How did CC(NC(=O)COC(=O)c1cc2ccccc2cc1O)c1ccccc1 (centres undefined) do in these assays?
GLS inhibitor: 4%; Pin1 inh: -9%; HP1b binding inh: 10%; BAZ2B inh: 33%; JMJD2A Tudor inh: -9%; Tb PGK inh: 0%; G9a inh: -22%; Pol iota inh: -11%

What do the screens show for `O=C(Nc1ccc(N2CCC(c3ccccc3)C2)c(C(=O)O)c1)c1ccc(Cl)cc1` (centres undefined)?
GLS inhibitor: -10%; BLM helicase inh: 2%; Pin1 inh: 1%; HP1b binding inh: 16%; BAZ2B inh: -34%; JMJD2A Tudor inh: inconclusive; Tb PGK inh: -3%; G9a inh: 10µM*; Pol iota inh: 9%

What do the screens show for `Cc1nc2ccc(S(=O)(=O)N(CC(=O)Nc3ccc(F)cc3F)Cc3ccccc3)cc2s1`?
GLS inhibitor: -1%; BLM helicase inh: -4%; Pin1 inh: 28%; HP1b binding inh: 5%; BAZ2B inh: -1%; JMJD2A Tudor inh: -9%; Tb PGK inh: 0%; G9a inh: 5%[59 µM]; Pol iota inh: 9%

How did CCOc1ccc(Nc2nc3c(c(=O)[nH]2)CCC3)cc1 do in these assays?
GLS inhibitor: 23%; BLM helicase inh: -2%; Pin1 inh: -5%; HP1b binding inh: 12%; BAZ2B inh: 3%; JMJD2A Tudor inh: -7%; Tb PGK inh: 1%; G9a inh: -13%; Pol iota inh: 13%

How did Nc1c(Cl)cc(C2=NCCn3nc4cc([N+](=O)[O-])ccc4c32)cc1Cl do in these assays?
GLS inhibitor: -8%; Pin1 inh: 7%; HP1b binding inh: 6%; BAZ2B inh: -37%; JMJD2A Tudor inh: inconclusive; Tb PGK inh: -4%; G9a inh: 22%[2.33 µM]; Pol iota inh: -1%

What do the screens show for `Cc1ccc(S(=O)(=O)CC(=O)N2CCCCCC2)cc1`?
GLS inhibitor: 1%; BLM helicase inh: -4%; Pin1 inh: 0%; HP1b binding inh: 42%[activator]; BAZ2B inh: -3%; JMJD2A Tudor inh: 6%; Tb PGK inh: -8%; G9a inh: inconclusive; Pol iota inh: -1%

What do the screens show for `Cc1ccc(N2CCN(C(=O)c3ccc(Nc4nc5ccccc5n5nnnc45)cc3)CC2)c(C)c1`?
GLS inhibitor: -4%; BLM helicase inh: -6%; Pin1 inh: -1%; HP1b binding inh: 35%; BAZ2B inh: 2%; JMJD2A Tudor inh: -9%; Tb PGK inh: -1%; G9a inh: -2%[59 µM]; Pol iota inh: 46%[activator]

Results for COCCCn1c(SCC(=O)c2ccccc2)nc2ccccc2c1=O ?
GLS inhibitor: -6%; BLM helicase inh: -5%; Pin1 inh: 8%; HP1b binding inh: 25%; BAZ2B inh: 6%; JMJD2A Tudor inh: 16%; Tb PGK inh: -5%; G9a inh: 5%; Pol iota inh: 99%[activator]

Results for COc1cccc(C2CCCCN(C)C2=O)c1 (centres undefined) ?
GLS inhibitor: -7%; BLM helicase inh: -4%; Pin1 inh: -2%; HP1b binding inh: 26%; BAZ2B inh: 20%; JMJD2A Tudor inh: -9%; Tb PGK inh: 10%; Pol iota inh: 23%

How did CC(=O)NS(=O)(=O)c1ccc(NC(=O)/C=C/c2cn(-c3ccccc3)nc2-c2ccccc2)cc1 do in these assays?
GLS inhibitor: 4%; BLM helicase inh: -9%; Pin1 inh: inconclusive; HP1b binding inh: -7%; BAZ2B inh: inconclusive; JMJD2A Tudor inh: -27%; Tb PGK inh: -9%; G9a inh: 20%[59 µM]; Pol iota inh: -7%

What do the screens show for `O=c1c(C=Nc2cccc(C(F)(F)F)c2)c[nH]n1-c1cccc(Cl)n1`?
GLS inhibitor: -6%; BLM helicase inh: -15%; Pin1 inh: inconclusive; HP1b binding inh: -5%; BAZ2B inh: inconclusive; JMJD2A Tudor inh: 40µM*; Tb PGK inh: -16%; G9a inh: 50µM*; Pol iota inh: -8%

Results for CCc1ccc(CNC(=O)c2cnc3sc(N4CCOCC4)nn3c2=O)cc1 ?
GLS inhibitor: 3%; BLM helicase inh: 0%; Pin1 inh: 4%; HP1b binding inh: 31%; BAZ2B inh: 0%; JMJD2A Tudor inh: -2%; Tb PGK inh: -1%; G9a inh: 4%[59 µM]; Pol iota inh: -13%

How did COc1ccccc1N1CCN(/N=C/c2cc(OC)c(OC(C)=O)c(OC)c2)CC1 do in these assays?
GLS inhibitor: 7%; BLM helicase inh: 2%; Pin1 inh: 5%; HP1b binding inh: 30%; BAZ2B inh: 5%; JMJD2A Tudor inh: -17%; Tb PGK inh: -4%; G9a inh: 18%[0.501 µM]; Pol iota inh: -12%

Results for O=C(CSc1ncccn1)Nc1ccc(Cl)c(S(=O)(=O)N2CCOCC2)c1 ?
GLS inhibitor: inconclusive; Pin1 inh: -3%; HP1b binding inh: 26%; JMJD2A Tudor inh: -7%; Tb PGK inh: inactive; Pol iota inh: 10%

Results for Cc1ccccc1C1NS(=O)(=O)N=C1N (centres undefined) ?
GLS inhibitor: -4%; BLM helicase inh: -4%; Pin1 inh: -14%; HP1b binding inh: 58%[activator]; BAZ2B inh: -5%; JMJD2A Tudor inh: -31%; Tb PGK inh: inactive; G9a inh: -28%[59 µM]; Pol iota inh: -4%

How did COC(=O)CCSCC(=O)Nc1ccc(C)c(S(=O)(=O)N2CCCCC2)c1 do in these assays?
GLS inhibitor: 0%; BLM helicase inh: -7%; Pin1 inh: -7%; HP1b binding inh: 55%[activator]; BAZ2B inh: -4%; JMJD2A Tudor inh: -10%; Tb PGK inh: inactive; G9a inh: 6%; Pol iota inh: 27%

How did Cc1ccc(N(CC(=O)NCC2CCCO2)S(=O)(=O)c2ccc(Cl)cc2)cc1C (centres undefined) do in these assays?
GLS inhibitor: -3%; BLM helicase inh: -4%; Pin1 inh: 0%; HP1b binding inh: 25%; BAZ2B inh: -22%; JMJD2A Tudor inh: -6%; Tb PGK inh: inactive; G9a inh: 38%; Pol iota inh: -2%

What do the screens show for `CCOC(=O)CSc1nnc([C@H](Cc2ccccc2)NC(=O)OC(C)(C)C)o1`?
GLS inhibitor: 0%; BLM helicase inh: -4%; Pin1 inh: 8%; HP1b binding inh: 56%; BAZ2B inh: -2%; JMJD2A Tudor inh: -4%; Tb PGK inh: -2%; G9a inh: -26%[59 µM]; Pol iota inh: 0%

How did CCOc1cc(C2C3=C(CCCC3=O)N(CCC(=O)O)C3=C2C(=O)CCC3)ccc1OS(=O)(=O)c1ccc(C)cc1 do in these assays?
GLS inhibitor: -9%; BLM helicase inh: -6%; Pin1 inh: -21%; HP1b binding inh: 16%; BAZ2B inh: -27%; JMJD2A Tudor inh: inconclusive; Tb PGK inh: -2%; G9a inh: -1%[59 µM]; Pol iota inh: -11%

Results for O=C1CN(C(=O)CNC(=O)c2cccc(Cl)c2)c2ccccc2N1 ?
GLS inhibitor: -9%; BLM helicase inh: -4%; Pin1 inh: 1%; HP1b binding inh: 39%; BAZ2B inh: -5%; JMJD2A Tudor inh: 1%; Tb PGK inh: -5%; G9a inh: inconclusive; Pol iota inh: -5%

How did Cc1cccc(N2C(=O)CC(N3CCN(C(=O)c4ccccc4)CC3)C2=O)c1 (centres undefined) do in these assays?
GLS inhibitor: 4%; BLM helicase inh: -6%; Pin1 inh: -4%; HP1b binding inh: 16%; BAZ2B inh: -6%; JMJD2A Tudor inh: -22%; Tb PGK inh: -6%; G9a inh: -3%[12.7 µM]; Pol iota inh: 1%

Results for CN(CC(=O)Nc1cccc(F)c1)C(=O)c1ccc(N2CCCC2)c([N+](=O)[O-])c1 ?
GLS inhibitor: -11%; Pin1 inh: 5%; HP1b binding inh: -22%; BAZ2B inh: inconclusive; JMJD2A Tudor inh: inconclusive; Tb PGK inh: inactive; G9a inh: 50µM*; Pol iota inh: -7%

What do the screens show for `Cc1c(C2(c3c(C)n(C)n(-c4ccccc4)c3=O)C(=O)Nc3ccc(F)cc32)c(=O)n(-c2ccccc2)n1C`?
GLS inhibitor: 11%; BLM helicase inh: -15%; Pin1 inh: 2%; HP1b binding inh: 14%; BAZ2B inh: 12%; JMJD2A Tudor inh: -9%; Tb PGK inh: -3%; G9a inh: -41%[59 µM]; Pol iota inh: 8%

Results for CCc1cc(=S)n2c([nH]c3ccccc32)c1C#N ?
GLS inhibitor: 15%; BLM helicase inh: 3%; Pin1 inh: -6%; HP1b binding inh: 40µM*; BAZ2B inh: 79µM*; JMJD2A Tudor inh: 20µM*; Tb PGK inh: inactive; G9a inh: 4µM*; Pol iota inh: 81%[activator]

How did O=C(NCCc1ccccc1)C1CCN(C2CCN(C(=O)CC3=CCCCC3)CC2)CC1 do in these assays?
GLS inhibitor: -5%; BLM helicase inh: -2%; Pin1 inh: 3%; HP1b binding inh: 60%[activator]; BAZ2B inh: 0%; JMJD2A Tudor inh: -5%; Tb PGK inh: -3%; G9a inh: 13%; Pol iota inh: 13%

How did Cc1c2c(nc3nnnn13)CCCC2 do in these assays?
GLS inhibitor: 13%; BLM helicase inh: -6%; Pin1 inh: -11%; HP1b binding inh: 4%; BAZ2B inh: -17%; JMJD2A Tudor inh: -9%; Tb PGK inh: -13%; G9a inh: -30%; Pol iota inh: 90%[activator]

2 records drawn at random from the list so far, as already listed:
How did O=C(NCCc1ccccc1)C1CCN(C2CCN(C(=O)CC3=CCCCC3)CC2)CC1 do in these assays?
GLS inhibitor: -5%; BLM helicase inh: -2%; Pin1 inh: 3%; HP1b binding inh: 60%[activator]; BAZ2B inh: 0%; JMJD2A Tudor inh: -5%; Tb PGK inh: -3%; G9a inh: 13%; Pol iota inh: 13%

Results for O=C1CN(C(=O)CNC(=O)c2cccc(Cl)c2)c2ccccc2N1 ?
GLS inhibitor: -9%; BLM helicase inh: -4%; Pin1 inh: 1%; HP1b binding inh: 39%; BAZ2B inh: -5%; JMJD2A Tudor inh: 1%; Tb PGK inh: -5%; G9a inh: inconclusive; Pol iota inh: -5%
